Compound activity from PubChem BioAssay.
GRIN3A LBD mod: NR3A (human) ligand-binding domain modulation. NR3A LBD differential scanning fluorimetry, Tm shift; 0% = protein alone, 100% = glycine-bound protein. Tm shift relative to glycine control, % at 25 µM. actives 2.5% (n = 340,000). AID 1259313;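 active = melting temperature shift of at least 10% of the positive control shift, at one fixed dose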
PfGluPho inh: PfG6PD (Plasmodium falciparum) enzyme inhibition; PfGluPho enzyme, NADPH resazurin-diaphorase fluorescence; inhibition, % at 20 µM; actives 0.78% (n = 350,000); AID 504690;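 active = inhibition reaching at least a set limit at 20 µM in the primary screen, cut at about 59% in these data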;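 also: 0% = DMSO wells with substrate and 100% = DMSO wells lacking glucose-6-phosphate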
SENP6 block: inhibitors of human SENP6 protease. Q9GZR1. Recombinant SENP6 catalytic domain, aminoluciferin luminescence. inhibition, % at 10 µM. actives 1.8% (n = 330,000);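 active = inhibition above about 50% at the single tested dose, limit read from the data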;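 also: plate controls were DMSO wells with enzyme for no effect and DMSO wells lacking enzyme for full effect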
Target sequence (Q9GZR1 628-1112 limits assumed): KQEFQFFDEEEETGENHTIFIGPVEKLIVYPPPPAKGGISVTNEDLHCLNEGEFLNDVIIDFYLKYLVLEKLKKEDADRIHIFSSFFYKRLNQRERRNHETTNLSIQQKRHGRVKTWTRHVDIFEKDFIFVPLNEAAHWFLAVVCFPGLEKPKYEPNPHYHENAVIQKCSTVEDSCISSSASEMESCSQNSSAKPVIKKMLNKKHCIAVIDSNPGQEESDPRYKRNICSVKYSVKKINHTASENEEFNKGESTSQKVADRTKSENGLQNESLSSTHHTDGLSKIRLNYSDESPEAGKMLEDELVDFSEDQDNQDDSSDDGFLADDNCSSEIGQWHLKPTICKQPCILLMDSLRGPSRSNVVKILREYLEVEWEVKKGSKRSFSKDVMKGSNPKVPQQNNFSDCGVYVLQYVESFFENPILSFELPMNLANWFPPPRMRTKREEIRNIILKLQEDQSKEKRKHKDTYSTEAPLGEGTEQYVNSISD
MPTP inh: inhibitors of mitochondrial permeability transition pore; actives 1.4% (n = 360,000); inhibition, % at 10 µM; isolated mouse mitochondria, Ca2+ swelling absorbance, 30 min; AID 602449;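 active = inhibition of 50% or more, scaled per plate between neutral and stimulator controls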;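 also: 0% = DMSO wells given calcium and 100% = 1 mM EGTA wells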
SENP8 block: blocks human SENP8 cleavage of Nedd8 substrate | Q96LD8 | recombinant SENP8, Nedd8 substrate fluorescence | inhibition, % at 20 µM | actives 0.64% (n = 360,000); in the data active = inhibition mostly above about 40%, no sharp cut-off; inactive = mostly below about 27%
Target sequence (Q96LD8 whole entry, looked up): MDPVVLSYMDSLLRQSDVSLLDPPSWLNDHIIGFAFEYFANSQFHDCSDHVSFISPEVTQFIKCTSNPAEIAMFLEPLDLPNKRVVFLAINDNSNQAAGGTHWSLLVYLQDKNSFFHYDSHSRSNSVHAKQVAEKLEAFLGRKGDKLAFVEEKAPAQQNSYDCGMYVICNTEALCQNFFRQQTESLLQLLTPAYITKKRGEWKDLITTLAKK
HKDC1 inhibitor: inhibitors of human hexokinase HKDC1 | inhibition, % at 20 µM | recombinant HKDC1, G6PDH/diaphorase resazurin coupled fluorescence | Q2TB90 | AID 493160 | actives 0.16% (n = 340,000);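 active = inhibition above about 35% when tested at 20 µM, limit read from the data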;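 also: plate controls were DMSO wells with enzyme for no effect and DMSO wells lacking enzyme for full effect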
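test system = in-house recombinant HK5 (HKDC1) enzyme | amount = HKDC1 at 5 µg/mL | control set = DMSO-enzyme wells negative, buffer-substituted wells positive | compound = one dose of 20 µM, 1% DMSO | schedule = reaction time 90 min, room temperature, protected from light | technique = resorufin fluorescence at 613 nm | reagent = glucose with 1 mM ATP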
ATG4B inhibitor: ATG4B (human) cysteine protease inhibition; Q9Y4P1; ATG4B cleavage of LC3-PLA2, NBD-HPC fluorescence, 1 h; inhibition, % at 8.33 µM; actives 0.51% (n = 340,000); in the data active = inhibition above about 40%
Target sequence (Q9Y4P1 whole entry, looked up): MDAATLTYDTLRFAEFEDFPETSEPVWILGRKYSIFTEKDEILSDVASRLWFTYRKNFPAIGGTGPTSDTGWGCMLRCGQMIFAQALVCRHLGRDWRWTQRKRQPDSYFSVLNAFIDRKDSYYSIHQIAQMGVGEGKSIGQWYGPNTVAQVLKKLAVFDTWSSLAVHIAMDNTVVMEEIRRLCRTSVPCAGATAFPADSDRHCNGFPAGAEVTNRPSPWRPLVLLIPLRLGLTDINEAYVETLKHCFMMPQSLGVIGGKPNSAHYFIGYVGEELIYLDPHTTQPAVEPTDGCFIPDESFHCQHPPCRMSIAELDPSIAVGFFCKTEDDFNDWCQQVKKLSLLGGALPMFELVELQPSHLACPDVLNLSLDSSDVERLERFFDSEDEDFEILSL
SENP7 inh: inhibitors of human SENP7 protease. Q9BQF6. recombinant SENP7, Z-RLRGG-aminoluciferin luminescence, 40 min. inhibition, % at 5 µM. actives 1.5% (n = 330,000). AID 434973;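 active = inhibition above about 50% at the single test dose, limit read from the data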;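 also: plate controls were DMSO with enzyme for no effect and no enzyme buffer wells for full effect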
* = called active by the depositor; / = no result given.

SMILES	GRIN3A LBD mod	PfGluPho inh	SENP6 block	MPTP inh	SENP8 block	HKDC1 inhibitor	ATG4B inhibitor	SENP7 inh
COc1c(O)c(O)c2oc(-c3ccccc3)cc(=O)c2c1OC	1	98*	0	6.4	5	8	-8	2
CC1(c2nnc(-c3ccccc3)o2)CC(c2ccccc2)=NO1 (stereo unspecified)	-1	-1	6	1.1	6	1	3	1
COc1ccc(NC(=O)Cn2nnc(-c3ccccc3F)n2)cc1	1	0	-3	-1.4	10	-3	3	1
COc1ccccc1CC(=O)Nc1ccon1	0	-8	12	0.7	2	-1	6	-2
CS(=O)(=O)Nc1ccc(C(=O)NCCSCc2ccco2)cc1	0	-1	-2	-5.0	16	-1	-6	2
COc1ccc(CNC(=O)Cc2c[nH]c3ccccc23)cc1OC	1	8	4	0.2	-1	-5	-11	-4
CCC1(C)Cc2c(sc3nc(NN)n(C)c(=O)c23)CO1 (stereo unspecified)	1	10	-29	-3.4	8	-9	3	-4
O=C(N/C(=C\c1cccc([N+](=O)[O-])c1)C(=O)N1CCOCC1)c1ccco1	-1	16	3	-2.4	11	-8	1	3
FC(F)(F)c1cc(-c2ccco2)nc(-n2nc(C(F)(F)F)cc2C2CC2)n1	-1	5	3	0.4	-298	4	11	-2
O=C1C(Cc2ccccc2O)NC(=S)N1c1ccccc1 (stereo unspecified)	1	2	3	1.0	17	-7	-3	13
Cc1ccc(NC(=O)COc2ccc3c(c2)OCO3)c(C)c1	1	6	-1	0.6	14	-7	-18	1
COC(=O)C1(C)NC(c2ccc(O)cc2)C2C(=O)N(c3ccc4c(c3)OCCO4)C(=O)C21 (stereo unspecified)	0	-1	10	-0.8	27	-4	-8	-1
NC(=O)COn1c(SCC(N)=O)nc2ccccc2c1=O	-1	0	-15	2.0	21	-3	16	8
C(=N\n1cncn1)/c1ccc(N2CCOCC2)cc1	-1	-13	5	-0.4	-296	3	3	-1
Cc1ccc(S(=O)(=O)c2c(CO)c(-c3ccccc3)nn2C)cc1	2	-13	13	-0.1	2	-9	4	1
NC(=O)COc1cccc(/C=N/NC(=O)c2ccc(-n3cccc3)cc2)c1	0	-1	-4	3.0	-2	-6	-4	0
OC(COc1ccc2c(c1)CCC2)Cn1cnc2ccccc21 (stereo unspecified)	0	0	-5	5.7	21	5	0	-9
CCOC(=O)c1cnc2ccccc2c1NCCO	2	-15	-15	-1.2	-36	-6	-4	-6
Cc1ccc(C)c(NC(=S)N2CCC(c3nc4ccccc4s3)CC2)c1	-23	15	-8	1.4	17	-6	-8	3
COc1ccc(C2C(C(=O)c3ccco3)=C(O)C(=O)N2Cc2cccnc2)cc1OC (stereo unspecified)	-1	3	5	0.7	12	-2	2	3
CCOc1nc(-c2ccccc2)c2cc(Br)ccc2n1	2	-1	1	0.2	-120	1	-10	-3
C=C(C)C(=O)OC1(C(F)(F)F)Oc2cc(C)ccc2NC1=O (stereo unspecified)	1	15	5	0.7	7	6	-3	2
Cc1ccc2oc(C(=O)N3CCN(C)C[C@@H]3C(C)C)c(C)c2c1	-1	8	-11	-0.3	5	-3	-6	-12
CCOC(=O)c1ccc(NC(=O)CC2S/C(=N/N=C/c3c[nH]c4ccccc34)NC2=O)cc1 (stereo unspecified)	29*	22	-3	1.0	-69	-10	-5	1
Cc1cccc(NC(=O)c2ccc(S(=O)(=O)N(C)c3ccccc3)cc2)n1	2	21	14	-0.1	7	-3	3	1
CCc1ccc(/C=C/C(=O)c2ccc(N3CCOCC3)cc2)cc1	2	3	-11	68*	-20	7	-9	-1
COc1cc(Cl)c(CN2CCC(CCC(=O)NC3CC3)CC2)cc1OC	2	10	-10	-0.8	5	-2	-2	-3
COc1ccc(/C=C/C(=O)Nc2ccc(C)c(S(=O)(=O)N3CCOCC3)c2)cc1	8	28	14	-0.4	-44	6	-24	2
COc1ccc(N(CC(=O)Nc2nccs2)S(=O)(=O)c2c(C)[nH]c(=O)[nH]c2=O)cc1	0	13	-27	-3.5	9	-5	-3	-3
CCCNc1c(NS(=O)(=O)c2ccc(NC(=O)CC)cc2)c(=O)oc2ccccc12	-5	-7	4	-1.4	-21	2	-3	-2

Arranged by SMILES length (largest number first): part of the list above
SMILES	GRIN3A LBD mod	PfGluPho inh	SENP6 block	MPTP inh	SENP8 block	HKDC1 inhibitor	ATG4B inhibitor	SENP7 inh
CCOC(=O)c1ccc(NC(=O)CC2S/C(=N/N=C/c3c[nH]c4ccccc34)NC2=O)cc1 (stereo unspecified)	29*	22	-3	1.0	-69	-10	-5	1
COc1ccc(/C=C/C(=O)Nc2ccc(C)c(S(=O)(=O)N3CCOCC3)c2)cc1	8	28	14	-0.4	-44	6	-24	2
Cc1cccc(NC(=O)c2ccc(S(=O)(=O)N(C)c3ccccc3)cc2)n1	2	21	14	-0.1	7	-3	3	1
Cc1ccc2oc(C(=O)N3CCN(C)C[C@@H]3C(C)C)c(C)c2c1	-1	8	-11	-0.3	5	-3	-6	-12
C=C(C)C(=O)OC1(C(F)(F)F)Oc2cc(C)ccc2NC1=O (stereo unspecified)	1	15	5	0.7	7	6	-3	2
CCc1ccc(/C=C/C(=O)c2ccc(N3CCOCC3)cc2)cc1	2	3	-11	68*	-20	7	-9	-1
CCOc1nc(-c2ccccc2)c2cc(Br)ccc2n1	2	-1	1	0.2	-120	1	-10	-3

Remaining list, next part:
SMILES	GRIN3A LBD mod	PfGluPho inh	SENP6 block	MPTP inh	SENP8 block	HKDC1 inhibitor	ATG4B inhibitor	SENP7 inh
COc1ccc(OCc2nc3ccccc3[nH]2)cc1	-11	-6	72*	-0.7	13	-10	-7	29
Cc1nc(CCNC(=O)Cc2ccc(F)cc2)cs1	0	3	-10	-2.3	23	-4	-4	7
CCOc1ccc(N2C(=O)/C(=C/c3ccco3)N(C)C2=S)cc1	-2	-1	-2	2.3	33	-9	-2	3
CCNC(=O)COC(=O)c1cc(S(=O)(=O)N2CCCCC2)ccc1C	-1	-8	1	2.8	19	-5	-2	7
Cc1cccc(N2CCN(C(=O)CN3CCOc4ccccc43)CC2C)c1 (stereo unspecified)	-3	21	0	0.7	23	1	-8	2
CC(=O)c1ccc(NC(=O)COC(=O)c2ccccc2Nc2ccccc2)cc1	5	-9	-21	36	-212	-4	-5	5
Cc1ccc(NC(=O)C2CC(=O)N(C(C)c3ccccc3)C2)cc1 (stereo unspecified)	-1	-4	0	-0.5	7	-8	-6	2
CCn1c2ccccc2c2cc(/C=N/NC(=O)c3ccncc3)ccc21	-1	25	-3	-1.2	-218	-7	-41	4
Cc1ccc(Cl)c2c1=NC(=O)C=2c1[nH]c(=S)[nH]c1O	0	3	0	4.6	7	-6	-4	-1
CCOC(=O)c1nnn(-c2ccc([N+](=O)[O-])cc2)c1C	1	8	-3	1.0	18	8	2	7
CCOc1ccccc1N(C)S(=O)(=O)c1ccc2c(c1)CCN2C(=O)CCC(=O)O	0	2	0	0.1	17	-3	-2	6
CS(=O)(=O)N(CC(=O)N1CCCCC1)c1cccc(F)c1	-1	7	-18	-1.4	2	-15	-8	-4
C=CCSc1ncc(-c2ccccc2)cn1	-2	-13	9	-0.1	7	14	12	4
COc1ccc(OC)c(S(=O)(=O)N2CCN(C34CC5CC(CC(C5)C3)C4)CC2)c1	-4	-16	7	-3.7	38	-11	-10	3
CCN1CCN(C(=O)c2cc(COc3c(C)cccc3C)on2)CC1	-1	-1	15	0.8	14	-1	6	3
CC1Sc2ccc(S(=O)(=O)CCC(=O)N3CCc4ccccc43)cc2NC1=O (stereo unspecified)	-1	8	-6	-2.1	4	-2	-10	-2
COc1ccc2c(=O)c3c(=O)n(CCc4ccccc4)c(C)nc3oc2c1	-1	7	/	1.8	-16	13	-5	/
COC(=O)C1CCN(C(=O)COC(=O)CC(NC(N)=O)c2ccc(Cl)cc2)CC1 (stereo unspecified)	-1	-3	10	-1.3	17	1	-6	10
O=C1C2C3C=CC(C3)C2C(=O)N1CCc1ccccc1 (stereo unspecified)	1	-8	-10	-0.5	4	-6	-12	0
CCOc1ccc(NC(=O)C2CCCN(C)C2)cc1 (stereo unspecified)	-1	13	4	-0.6	20	-3	-5	-2
CCOCCCNC(=O)c1cc2c(=O)n3cccc(C)c3nc2n1C	0	13	-7	-0.5	-439	2	1	1
COc1cccc(NC(=O)N(Cc2cc3cc(C)cc(C)c3[nH]c2=O)CC2COCCO2)c1 (stereo unspecified)	0	4	-4	-0.1	-75	-3	-31	-5
COc1ccc(Br)cc1/C=N/n1c(C)nc2ccccc2c1=O	0	8	-22	-0.9	13	1	2	-6
COc1ccc(-c2c(C)c3cc(O)ccc3oc2=O)cc1	-3	-15	-14	-1.2	-390	-2	4	-1
Nc1c(C(=O)O)cnc2c(-c3ccc(Cl)cc3)cnn12	-9	4	95*	-0.8	-401	-2	3	100*
Cc1cc(-c2cc(-c3ccccc3)on2)nc(NCC2CC2)n1	-2	2	4	-0.7	-478	-5	5	10
CC(C)NC(=O)N1CCN(c2ccncc2S(=O)(=O)N2CCOCC2)CC1	0	-11	-26	0.8	1	0	-6	-11
COc1cccc(C2CC(=O)Nc3cc4c(cc32)OCCO4)c1OC(C)C (stereo unspecified)	-2	7	2	-0.7	12	5	-2	-12
Cc1ccc(S(=O)(=O)NCc2ccc(C(=O)N3CCN(c4ccc([N+](=O)[O-])cc4)CC3)cc2)cc1	8	21	-9	2.4	16	-2	-2	2
O=C(N/N=C/CCc1ccccc1)C1CCCCC1	-1	-7	1	3.1	14	-1	-2	4
Cc1cccc(C(=O)OCC(=O)NC2CCCCCCC2)c1	2	5	0	0.1	8	-3	-37	11
CN1C=CC(=O)[C@@H](O)[C@H]1c1ccccc1Br	-2	-6	/	-0.5	11	-6	-8	/
Cc1nn(-c2ccccc2)c(C)c1NC(=O)Cc1cccs1	-1	1	-8	-0.7	-7	-3	-7	-7
CCOC(=O)C1CCCN(C(=O)Cn2nc(C)c3c(C)n(-c4ccccc4)nc3c2=O)C1 (stereo unspecified)	-1	-11	13	0.5	12	2	2	2
O=C(c1ccc([N+](=O)[O-])c(CS(=O)(=O)c2ccc(Cl)cc2)c1)N1CCCCC1	-1	4	-14	3.0	18	17	-4	-8
COC(=O)c1ccccc1NC(=O)COc1ccccc1	3	-10	-3	-0.3	20	3	-8	-5
Cc1nc(CCNC(=O)c2cccs2)cs1	1	-1	-23	-0.4	15	-4	-3	7
CC(C)(C)NS(=O)(=O)c1ccc(NC(=O)C2CCCCC2)cc1	1	-12	-13	7.8	5	-6	0	4
O=C(NC(=S)Nc1cccc(Cl)c1)c1cncc(Br)c1	2	-11	-8	14	-2	1	-2	-6
O=C(CCN1C(=O)CSC1=O)Nc1ccccc1	2	-6	-6	-1.0	3	-4	5	5
CCCCN(C)CCn1c(=S)[nH]c2ncccc2c1=O	-2	-11	4	0.3	15	-10	2	1
CC(=O)N[C@@H](Cc1c[nH]c2ccccc12)C(=O)NCc1ccccc1	1	-20	-23	0.0	7	0	2	-5
CCN(CC)S(=O)(=O)c1ccc(O)c(C(=O)OCC(=O)N2CCCC2)c1	-3	-10	-1	-1.2	-123	0	4	5
CCc1cccc(NC(=O)CCS(=O)(=O)c2cc3c(cc2C)NC(=O)CO3)c1	-1	-7	-8	-0.2	12	-6	1	8
CCOC(=O)NNc1cc(C(F)(F)F)ccn1	0	2	-10	0.2	7	-4	-3	14
Cc1cc(C(F)(F)F)c(C#N)c(SCC(=O)Nc2nc3cc(Br)ccc3s2)n1	30*	-3	-20	87*	0	14	-7	-9
CCCC1(CC)C(=O)NC(=O)N=C1N (stereo unspecified)	-2	1	/	-2.0	2	-3	2	/
CCOC(=O)C1=CN(Cc2cccc(-c3ccc(F)cc3)c2)S(=O)(=O)N(C)C1C (stereo unspecified)	13*	15	/	1.9	-20	-3	3	6
Cc1ccc(S(=O)(=O)/N=C(/NC(=S)Nc2ccccc2)c2ccccc2)cc1	-6	21	74*	-1.2	13	1	-1	47
O=C1C2C(C(=O)N1c1ccc3c(c1)OCO3)C1C=CC2C12CC2 (stereo unspecified)	-1	-13	2	0.7	6	-7	3	2
